# ELG1 genotoxic: inducers of genotoxicity in HEK293T ELG1-luciferase cells; HEK293T ELG1-luciferase reporter, luminescence, 16 h; Potency, µM (series often up to 46 µM), for the others: top-dose activity change, positive = activation, hits mostly activators; 330,000 tested, 1.3% active; note: potency is the fitted concentration of half-maximal effect; % of control where 0% means no effect; nearly all actives have a fitted effect of over 60% in size
#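 Luminescence read-out: rising ELG1-luciferase signal, reflecting elevated ELG1 protein under genetic stress, flags genotoxic compounds. Cells were treated for 16 hr at 37 °C before ONE-Glo detection.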
# uPA surface inh: blocks generation of uPA at the cell surface. cell surface uPA generation assay, qHTS. Potency, µM (doses to about 38.3 µM), inactives show at the top dose activity change, negative = inhibition, actives largely listed as inhibitors. 330,000 tested, 0.31% active. AID 540303; active = well fitted inhibition curve with a large enough effect; inconclusive = small, poorly fitted or top-dose-only effect; inactive = no such curve, though single readings can be large or run the other way; tested in mouse RAW 264.7 cells; note: potency is the fitted concentration of half-maximal effect; % is set by controls: 0 for no effect and ±100 for the full control effect; nearly all actives have a fitted effect of over 55% in size
# B2AR arrestin: agonists driving beta-arrestin recruitment to human beta2-adrenergic receptor; P07550; beta-arrestin recruitment to beta2AR, cell-based reporter; Potency, µM (doses to about 46.1 µM), inactives show top-dose activation, most hits filed as activators; 330,000 tested, 0.02% active; AID 492947;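 note: potency is the fitted concentration of half-maximal effect; 0% = DMSO controls and full agonism = EC100 isoproterenol or metaproterenol; nearly all actives have a fitted effect of over 65% in size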
# USP2a inh: inhibitors of human ubiquitin-specific protease USP2a; AID 463254; USP2 core, Ub-CHOP2 coupled fluorogenic reporter, 485/531; Potency, µM (top dose mostly 38.3 µM), inactives show at the highest dose activity change, negative = inhibition, usual class: inhibitors; 330,000 tested, 0.01% active;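 note: potency is the fitted concentration of half-maximal effect; plate controls were DMSO wells for no effect and full inhibition by NEM control for full effect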
#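 Cell-free coupled assay: 10nM USP2 core preincubated 30min RT with compound in Tris-HCl pH 8.0/CaCl2/CHAPS buffer, then 25nM Ub-CHOP2 and 25nM reporter substrate; fluorescence (Ex 485/Em 531) read after 60min RT, normalized to NEM inhibition, concentration-response curves fitted.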
# TSG101-PTAP inh: blocks PTAP/TSG101 interaction to inhibit HIV-1 budding; Q99816; Fluorescence polarization, FITC-PTAP peptide / Tsg101 binding; Potency, µM (highest dose often 115 µM), without a hit: top-dose activity change, negative = inhibition, hits mostly inhibitors; 340,000 tested, under 10 active; AID 493005; active = well fitted inhibition curve with a large enough effect in the main read-out, with a control signal flat, not every such curve was filed as active; inconclusive = small, poorly fitted or top-dose-only effect, or effect the other way, or a change in a side signal; inactive = no such curve, though single readings can be large or run the other way; note: potency is the fitted concentration of half-maximal effect; % of control where 0% means no effect
# Target sequence (Q99816 whole entry, looked up): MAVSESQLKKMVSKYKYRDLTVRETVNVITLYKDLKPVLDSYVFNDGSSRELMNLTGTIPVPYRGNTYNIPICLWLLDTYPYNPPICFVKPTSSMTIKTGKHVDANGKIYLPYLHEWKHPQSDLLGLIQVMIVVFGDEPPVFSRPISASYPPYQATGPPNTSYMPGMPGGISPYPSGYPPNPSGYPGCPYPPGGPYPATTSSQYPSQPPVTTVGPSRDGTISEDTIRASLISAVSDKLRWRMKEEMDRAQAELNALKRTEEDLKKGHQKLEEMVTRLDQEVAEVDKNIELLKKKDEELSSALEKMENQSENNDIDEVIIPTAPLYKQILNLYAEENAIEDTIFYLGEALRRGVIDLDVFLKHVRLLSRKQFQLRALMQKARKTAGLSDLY
#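 Steps: Tsg101 binding domain dispensed (10 uM final), compounds pinned in DMSO, FITC-labeled PTAP-motif peptide added (50 nM final); after 20 min binding at room temperature, polarization measured.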
# TRPV1 ag: agonists of human vanilloid receptor 1 (TRPV1) | TRPV1-expressing cells, Fluo-8 calcium influx, agonist mode | Q8NER1 | AID 540275 | 320,000 tested, 0.19% active | activation, % at 8.33 µM; in the data active = activation above about 80%; inconclusive = between about 30% and that limit; note: 0% is about no effect
#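 Cells expressing TRPV1 were dye-loaded with Fluo-8 and read kinetically: 10 s baseline, 3 min after compound (agonist portion), then 2 min after EC20 capsaicin (allosteric enhancer portion). Calcium-bound dye fluorescence at 480/520 nm.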
# Eya2 phos inh: blocks the phosphatase activity of human Eya2 | O00167 | recombinant Eya2, OMFP fluorescence dephosphorylation (OMFP is methylfluorescein phosphate) | Potency, µM (titrated, usually from 76.9 µM), for the others: top-dose activity, negative = inhibition, actives largely listed as inhibitors | 330,000 tested, 0.006% active | AID 488837; note: potency is the fitted concentration of half-maximal effect; % is set by controls: 0 for no effect and ±100 for the full control effect
# Target sequence (O00167 whole entry, looked up): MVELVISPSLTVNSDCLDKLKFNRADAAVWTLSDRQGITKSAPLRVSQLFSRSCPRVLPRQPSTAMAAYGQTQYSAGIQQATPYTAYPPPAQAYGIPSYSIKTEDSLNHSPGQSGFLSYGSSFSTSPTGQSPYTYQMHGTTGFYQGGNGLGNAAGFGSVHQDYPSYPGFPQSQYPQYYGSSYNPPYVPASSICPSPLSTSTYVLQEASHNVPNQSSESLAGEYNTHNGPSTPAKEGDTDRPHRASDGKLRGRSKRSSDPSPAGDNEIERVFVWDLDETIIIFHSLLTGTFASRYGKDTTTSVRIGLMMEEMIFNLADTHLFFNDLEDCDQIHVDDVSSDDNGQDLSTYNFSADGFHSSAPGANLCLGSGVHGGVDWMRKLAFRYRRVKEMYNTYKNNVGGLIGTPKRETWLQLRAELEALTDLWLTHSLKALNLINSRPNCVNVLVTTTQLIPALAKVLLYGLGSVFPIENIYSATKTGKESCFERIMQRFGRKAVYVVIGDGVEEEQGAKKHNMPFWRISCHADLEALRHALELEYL
#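 Eya2 (0.2 uM) preincubated 10 min at ambient with compound, then OMFP substrate added at 50 uM; 10 min reaction in 50 mM HEPES pH 7.5, 50 mM NaCl, 5 uM MgCl2, 0.05% BSA, 1 mM DTT. Fluorescence read at Ex 485/Em 525 nm.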
# p53 reactivator: re-activators of mutant p53; 320,000 tested, 0.063% active; Potency, µM (top dose mostly 92.2 µM), for the others: top-dose activity change, positive = activation, hits mostly activators; AID 504706; H1299 p53-A138V BP100-luciferase reporter, luminescence, 24 h; note: potency is the fitted concentration of half-maximal effect; % of control where 0% means no effect; nearly all actives have a fitted effect of over 45% in size
#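 p53-null H1299 cells stably carrying temperature-sensitive p53-A138V and a BP100-luciferase reporter were pinned with compounds (4-point, 1:5 series) and held 24 hrs at 37 deg C. Luminescence was read 10 min after detection reagent.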
# BRCA1 expr up: activators of BRCA1 expression. 380,000 tested, 1.1% active. MCF7-BRCA1-FFLuc reporter, luminescence, 48 h; response scale: scaled: vehicle 0%, 10 µM genistein 100%. Potency, µM (highest dose often 46.1 µM), for the others: at the top dose activation, hits mostly activators. AID 624202; note: potency is the fitted concentration of half-maximal effect; nearly all actives have a fitted effect of over 80% in size; some results filed as inactive show a strong effect at the top dose
#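 First, MCF7-BRCA1-FFLuc cells (2000/well) attach for 2 h; next, compounds are pin-added and incubated 48 h at 37 °C; finally, luciferase reagent is added and luminescence read after 15 min.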
# ASM inhibitor: human S-ASM enzyme inhibition. Potency, µM (highest dose often 57.5 µM), without a hit: at the highest dose activity change, negative = inhibition, hits mostly inhibitors. P17405. placental ASM, HMU-PC fluorogenic substrate, 60 min. 340,000 tested, 0.006% active; note: potency is the fitted concentration of half-maximal effect
#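 qHTS format. ASM enzyme prepared from human placenta hydrolyses the fluorogenic substrate HMU-PC0 (9 uM final) over 60 min at 37 °C after a 10 min compound preincubation.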
# Integrin act MD: activates integrin-mediated alleviation for muscular dystrophy; alpha7betagal myoblasts, beta-gal FDG fluorescence, 48 h; Potency, µM (highest dose often 38.3 µM), without a hit: at the top dose activation, usual class: activators; 350,000 tested, 0.064% active; AID 624291;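 note: potency is the fitted concentration of half-maximal effect; 100% = response of the positive control SU9516; nearly all actives have a fitted effect of over 60% in size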
#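 alpha7betagal+/- myoblasts (passage 13, 250/well) treated 48 h at 37C with compounds at 1:260 dilution of DMSO stock. Lysed, then beta-galactosidase activity read as FDG fluorescence (ex 480/em 540) after 30 min, with pre-read for autofluorescence.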
# An asterisk follows results filed as active; ? = inconclusive; . = no result given; [ ] = remark or other dose. Unless noted, calls come from the whole dose curve; as a rule, active = well fitted curve in the direction sought with a large enough effect; inconclusive = small, poorly fitted or top-dose-only effect, or another doubt; inactive = no such curve, though single readings can be large; an effect the other way counts as inactive or inconclusive.
nr	SMILES	ELG1 genotoxic	uPA surface inh	B2AR arrestin	USP2a inh	TSG101-PTAP inh	TRPV1 ag
1	Clc1ccc(-c2nnc(-c3ccc(Br)cc3)c(N3CCSCC3)n2)cc1	-5%	0%	0.1%	0%	0%	-2
2	N=Nc1c(O)n(CC(=O)Nc2ccccc2)c2ccccc12	0%	8%	0.1%	-7%	-5%	-12
3	O=C(Cc1ccccc1[N+](=O)[O-])NNC(=O)c1cccs1	-3%	0%	0.2%	-9%	-2%	-5
4	CC(CC(C)C(=O)N1CCOCCN(C(=O)C(C)CC(C)C(=O)O)CCOCC1)C(=O)O (centres undefined)	4%	3%	0.2%	0%	3%	0
5	O=[N+]([O-])c1ncc(Br)cc1Nc1ccccc1	.	-23%	.	.	-5%	.
6	CC(=O)NS(=O)(=O)c1ccc(N2C(=O)c3ccccc3C2=O)cc1	-1%	6%	0.4%	2%	-1%	-2
7	COc1cccc(OCc2nc3ncc(Br)cc3[nH]2)c1	?	?	-0.1%	2%	16%	1
8	O=C(CSc1nccn1Cc1ccco1)Nc1ccccc1	19%	-9%	0.7%	-3%	.	4
9	Cc1cc(C(=O)OCC(=O)Nc2ccccc2C)c(C)o1	3%	8%	0.1%	3%	-3%	6
10	CCN1C(=O)[C@@H]2[C@@H](c3ccc(SC4CCCCC4)c(OC)c3)N3CCC[C@@]3(C(=O)OC)[C@@H]2C1=O	-4%	-3%	-1.0%	-7%	1%	6

nr	Eya2 phos inh	p53 reactivator	BRCA1 expr up	ASM inhibitor	Integrin act MD
1	5%	4%	-4%	-11%	15%
2	-28%	-2%	1%	-4%	-27%
3	5%	9%	-3%	1%	8%
4	9%	2%	0%	-1%	19%
5	.	.	-25%	-7%	-28%
6	6%	2%	26%	-1%	-11%
7	-3%	6%	-14%	-2%	-1%
8	-3%	-3%	67%	6%	-4%
9	-3%	-5%	26%	2%	-19%
10	-9%	0%	0%	-2%	12%

# (further entries)
nr	SMILES	ELG1 genotoxic	uPA surface inh	B2AR arrestin	USP2a inh	TSG101-PTAP inh	TRPV1 ag
11	CC(C)Cn1c(SC(C)C(=O)NC2CC2)nnc1-c1ccccc1F (centres undefined)	1%	-20%	-0.1%	2%	-2%	-2
12	O=C(COc1ccccc1[N+](=O)[O-])NC1CC1	1%	2%	0.2%	1%	-2%	-1
13	CCCCn1c(N)c(N(CCOC)C(=O)C2CC(=O)N(Cc3ccc(C)cc3)C2)c(=O)[nH]c1=O (centres undefined)	3%	-6%	0.1%	-1%	1%	-1
14	COc1ccc(S(=O)(=O)NNC(=O)c2sccc2-n2cccc2)cc1	-1%	2%	0.3%	-1%	-1%	-5
15	COc1cc(C(=O)N2CCN(C3CCCCC3)CC2)cc(OC)c1OC	3%	15%	-3.7%	2%	2%	-1
16	COc1ccc(NC(=O)CN(C2CCCCC2)S(C)(=O)=O)cc1Cl	-15%	-2%	-3.4%	1%	-5%	4
17	O=C(CCCNS(=O)(=O)c1cccc2nsnc12)NCc1ccc(Cl)cc1	-8%	-1%	0.5%	-1%	-9%	-6
18	CC(=O)NCc1ccc(S(=O)(=O)N/N=C/c2ccc(Br)cc2)cc1	5%	-3%	0.6%	1%	1%	1
19	O=c1c2[nH]c3cccc(Cl)c3c2ncn1Cc1ccncc1	25%	1%	-0.9%	1%	-5%	-3
20	C=CCCN(Cc1ccccc1)S(=O)(=O)c1cc(Br)ccc1Br	-1%	?	0.2%	2%	0%	3

nr	Eya2 phos inh	p53 reactivator	BRCA1 expr up	ASM inhibitor	Integrin act MD
11	-5%	-2%	-2%	-2%	-3%
12	2%	-1%	7%	0%	1%
13	-2%	1%	-2%	6%	-11%
14	-23%	4%	0%	2%	4%
15	1%	7%	0%	-1%	4%
16	25%	0%	-46%	1%	-13%
17	0%	-19%	0%	-2%	7%
18	5%	-1%	-3%	1%	11%
19	-3%	7%	-35%	0%	4%
20	-11%	-1%	-30%	-3%	-39%

# (next part)
nr	SMILES	ELG1 genotoxic	uPA surface inh	B2AR arrestin	USP2a inh	TSG101-PTAP inh	TRPV1 ag
21	Cc1cc(C)n(C(C)CC(=O)Nc2ccc3c(c2)OCO3)n1 (centres undefined)	-1%[9.26 µM]	2%	0.0%	1%	8%	3
22	COc1ccc(-c2sc3cc4c(cc3c2C#CCO)OCO4)cc1	1%	18%	0.1%	-1%	-16%	7
23	O=C1Nc2cc(C(=O)N3CCOCC3)ccc2SC1N1CCOCC1 (centres undefined)	-1%	-1%	-0.5%	3%	-5%	-7
24	CCCCNc1nc(N)nc(-c2cc(Cl)ccc2O)n1	?	-5%	-0.4%	0%	-4%	19
25	O=C(O)CCCC(=O)N1CCN(c2nc(-c3ccccc3)c3ccccc3n2)CC1	2%	-91%	0.0%	0%	-9%	-1
26	COc1ccc(-c2ccc(SCC(=O)N3CC(=O)Nc4ccccc43)nn2)cc1	3%	-6%	0.4%	-1%	-2%	-2
27	COC(=O)c1ccccc1NC(=O)Nc1ccc(Br)cn1	14%	1%	0.4%	1%	-1%	0
28	O=C(NC1CCCCCC1)C1CCCN(S(=O)(=O)c2cccs2)C1 (centres undefined)	2%	-6%	0.0%	3%	0%	2
29	CC(C)CN(CC(C)C)C(=O)COc1ccccc1C(N)=O	-5%	-6%	-0.1%	0%	0%	-5
30	O=S(=O)(Nc1nc2cc3c(cc2nc1Cl)OCCO3)c1ccccc1	0%	14%	-0.2%	-1%	-2%	-2

nr	Eya2 phos inh	p53 reactivator	BRCA1 expr up	ASM inhibitor	Integrin act MD
21	-2%	8%	-5%	2%	5%
22	2%	7%	-30%	19%	16%
23	9%	1%	-22%	6%	-11%
24	-16%	?	?	-11%	-15%
25	2%	-7%	0%	137%[activator]	1%
26	-1%	?	37%	-2%	4%
27	-4%	17%	?	11%	13%
28	22%	-6%	-15%	1%	-24%
29	6%	6%	-15%	3%	-18%
30	22%	1%	0%	.	0%

# The last three entries of the section before are carried over, then new ones follow.
nr	SMILES	ELG1 genotoxic	uPA surface inh	B2AR arrestin	USP2a inh	TSG101-PTAP inh	TRPV1 ag
28	O=C(NC1CCCCCC1)C1CCCN(S(=O)(=O)c2cccs2)C1 (centres undefined)	2%	-6%	0.0%	3%	0%	2
29	CC(C)CN(CC(C)C)C(=O)COc1ccccc1C(N)=O	-5%	-6%	-0.1%	0%	0%	-5
30	O=S(=O)(Nc1nc2cc3c(cc2nc1Cl)OCCO3)c1ccccc1	0%	14%	-0.2%	-1%	-2%	-2
31	CCCCOc1ccc(N(CC(=O)NCCOC)C(=O)CCC(=O)Nc2ccccn2)cc1	0%	-4%	-0.5%	0%	-5%	-1
32	O=C1c2ccccc2C(Nc2ccc3c(c2)OCCO3)N1Cc1ccccc1 (centres undefined)	5%	-6%	-0.1%	2%	-1%	?
33	CC(=O)c1cccc(OCC(=O)OCC(=O)Nc2cc(S(=O)(=O)N3CCCCC3)ccc2C)c1	2%	-30%	0.2%	0%	-1%	.
34	CCCn1cnc2cc(NCc3ccccn3)ccc21	?	?	-0.7%	6%	-5%	.
35	COc1cccc(C2c3c(oc4ccccc4c3=O)C(=O)N2CCCN(C)C)c1OC (centres undefined)	2%	-1%	2.8%	-2%	-5%	-7
36	COc1ccc(NC(=O)CN(C)CC(=O)Nc2ccc(Cl)cc2F)cc1	-1%	2%	-1.6%	3%	0%	6
37	COc1ccc(/C=C/C(=O)Nc2ccc3c(c2)OCCO3)cc1OC	2%	-2%	-1.0%	-1%	-1%	-6
38	O=C(C1CC1)N1CCc2cc(Br)cc(S(=O)(=O)N3CCCCCC3)c21	-23%	2%	-0.3%	1%	-4%	1
39	COc1ccc(OC)c(S(=O)(=O)Nc2c(NC3CCCCC3)c3ccccc3oc2=O)c1	-1%	-6%	0.2%	3%	-4%	7
40	CCOc1ccc(CN2CCNC(=O)C2CC(=O)NCC2CCOCC2)cc1 (centres undefined)	1%	3%	-1.2%	4%	-5%	2

nr	Eya2 phos inh	p53 reactivator	BRCA1 expr up	ASM inhibitor	Integrin act MD
28	22%	-6%	-15%	1%	-24%
29	6%	6%	-15%	3%	-18%
30	22%	1%	0%	.	0%
31	9%	.	3%	8%	24%
32	12%	3%	-12%	-6%	-40%
33	4%	-3%	1%	1%	-4%
34	-11%	?	4µM*	2%	-10%
35	4%	16%	-42%	8%	?
36	-6%	-3%	3%	-2%	-7%
37	-6%	2%	22%	-2%	-2%
38	2%	-18%	-35%	-8%	0%
39	-1%	-2%	-44%	19%	?
40	-1%	5%	-23%	6%	10%

# Screening results as filed in PubChem.
